Assay outcomes (PubChem BioAssay)
M. tuberculosis HTS: M. tuberculosis growth inhibition, HTS (AID 449762); M. tuberculosis H37Rv growth inhibition, 7H9 media; higher % means a stronger effect; inhibition, % at 25 µM, or IC50 in µM where a hit was titrated; 330,000 tested, 0.59% active; in the data active = a potency from the dose series; inconclusive = inhibition above about 70% without an active follow-up result;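 also: bacterial growth assessed after seven days of incubation; strong numbers were not always called active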
tuberculosis growth: growth inhibition of non-replicating M. tuberculosis (AID 488890); Mycobacterium tuberculosis non-replicating, growth inhibition; higher % means a stronger effect; 320,000 tested, 0.39% active; one-dose inhibition, % at 25 µM; IC50 in µM for titrated hits; in the data active = a potency from the dose series; inconclusive = inhibition mostly from about 82% at the one dose, without a potency; inactive = the rest, 99 in 100 with inhibition below about 76%;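 also: plate controls were DMSO cells for no effect and high antibiotic wells for full effect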
influenza NS1A: H1N1 influenza NS1A inhibitors, functional cell based assay (AID 504329) | NS1A functional cell-based assay, percent inhibition; higher % means a stronger effect | one-dose inhibition, % at 12.5 µM; IC50 in µM for titrated hits | 340,000 tested, 0.3% active; in the data active = a potency from the dose series; inconclusive = inhibition above about 27% without an active follow-up result; also: strong numbers were not always called active
PhoP GFP inhibition: PhoP regulon inhibitors, Salmonella typhi PhoP promoter GFP reporter, confirmatory (AID 1850); 310,000 tested, 0.33% active; inhibition, % at 50 µM; hits with a dose series show IC50 in µM; Salmonella Typhi PhoP-promoter GFP reporter, fluorescence, 4 h; higher % means a stronger effect; in the data active = a potency from the dose series; inconclusive = inhibition mostly from about 25% at the one dose, without a potency; inactive = the rest, 99 in 100 with inhibition below about 19%;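 also: 0% = induced wells with vehicle and 100% = uninduced wells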
VEEV TC-83 Vero: inhibitors of VEEV TC-83 cytopathic effect, confirmation, Vero cells (AID 588727). 350,000 tested, 0.13% active. Vero cells, VEEV TC-83 cytopathic effect inhibition; higher % means a stronger effect. inhibition, % at 20 µM; hits with a dose series show IC50 in µM; in the data active = a potency from the dose series; inconclusive = inhibition mostly from about 14% at the one dose, without a potency; inactive = the rest, 99 in 100 with inhibition below about 12%; also: strong numbers were not always called active
VEEV TC-83 Vero 10K pilot screen: further read-out of VEEV TC-83 Vero, marked with its call; inhibition, %; measured here: 10K pilot screen inhibition
Starred values were filed as active, the others as inactive; i = inactive; ? = inconclusive; / = no result given; & = joins results of further samples.

SMILES	M. tuberculosis HTS	tuberculosis growth	influenza NS1A	PhoP GFP inhibition	VEEV TC-83 Vero	others
O=c1nc(N2CCOCC2)nc2n1CCO2	-7%	-9%	-5%	23%	2.1%
COc1ccccc1N(CC(=O)NCc1ccccc1C)S(=O)(=O)c1ccc(C)cc1	5%	8%	-8%	1%	6.8%
COc1ccc([N+](=O)[O-])cc1Nc1ncnc2ccccc12	-2%	-16%	-2%	-6%	1.3%
CC(=O)NC(NC(=S)Nc1cccc(Br)c1)C(Cl)(Cl)Cl (stereo not given)	-4%	44%	-7%	4%	1.7%
O=C(COC(=O)/C=C/c1cccc(F)c1)NC1CCCC1	1%	40%	4%	/	0.5%
O=C(N/N=C/c1cccs1)/C(=C/c1ccccc1)NC(=O)c1ccccc1	6%	-5%	-3%	-2%	0.5%
CC(=O)c1ccc(N(C(=O)Cn2nnc3ccccc32)C(C(=O)NC2CCCCC2)c2cn(C)nc2C)cc1 (stereo not given)	/	/	-1%	/	0.8%
CCCOc1ccc(CNC(=S)Nc2ccccc2)cc1Cl	23%	?	26%	5%	i
O=C1CCC(C(=O)NCc2ccccc2)N1 (stereo not given)	9%	11%	-5%	2%	i
O=C(COC(=O)[C@@H]1CCCN1C(=O)c1cccs1)Nc1cccc([N+](=O)[O-])c1	1%	2%	4%	/	i
NC(=O)C1=C[C@@H](c2ccccc2)C[C@@H](OCc2ccc(CO)cc2)O1	-4%	17%	3%	-47%	1.0%
Cc1cc(=O)c2c(C)ccc(C)c2[nH]1	-4%	-3%	-21%	-1%	i
Cc1ccc(CNc2ccc(N3CCOCC3)c(C(=O)O)c2)s1	1%	?	-11%	-5%	0.7%
NS(=O)(=O)c1ccc(NS(=O)(=O)c2ccc3c(c2)OCCO3)cc1	2%	0%	3%	11%	0.2%
CCOC(=O)C1CCN(C(=O)c2ccccc2NS(=O)(=O)c2ccccc2)CC1	-5%	-1%	2%	-5%	4.3%
O=C(Nc1ccc(Cl)c(S(=O)(=O)N2CCCCC2)c1)C1=COCCO1	-3%	0%	8%	-3%	4.1%
CC(C)Oc1ccc(Br)cc1C(=O)N/N=C/c1c[nH]c2ccccc12	0%	-6%	19%	-2%	1.0%
CC(C)CC(=O)Nc1cccc(-c2csc(-c3ccccc3)n2)c1	?	9%	1%	6%	2.4%
CCCCNS(=O)(=O)C1CCS(=O)(=O)C1 (stereo not given)	-8%	0%	-14%	7%	3.0%
C=CCn1c(-c2c(C)nc3cc(C)ccn23)n[nH]c1=S	-5%	-4%	20%	-3%	0.5%
N#CCC(=O)N/N=C/c1cn(Cc2cccc3ccccc23)c2ccccc12	2%	4%	-2%	-6%	i
CCOC(=O)C1(CC2CCCCO2)CCN(C2CCSCC2)CC1 (stereo not given)	-4%	-8%	-7%	-8%	2.0%
O=C(NCCCc1ccc(F)cc1)C1CCC(=O)N(CCN2CCOCC2)C1 (stereo not given)	0%	4%	-3%	-6%	i
COc1cc(C(c2nnnn2C2CCCC2)N2CCN(C)CC2)cc(OC)c1OC (stereo not given)	4%	2%	-6%	23%	0.8%
O=C(Nc1ccccc1Oc1ccccc1)c1cnccn1	-4%	17%	-2%	3%	0.8%
O=C(NC(=S)NC(c1ccccc1)c1ccncc1)c1ccccc1 (stereo not given)	10%	6%	-5%	0%	4.5%
Cc1ccc(NC(=S)NC(=O)c2cccs2)cc1F	0%	?	-23%	/	0.3%
CCOC(=O)c1cc2c(ccn2-c2ccc(F)cc2)n1CC(=O)NC(C)(C)C	-3%	6%	/	2%	/
CCC(C)[C@H](N)c1cn([C@@H](Cc2cc3ccccc3[nH]2)C(=O)N2CCNCC2)nn1 (stereo not given in full)	9%	47%	5%	12%	i	VEEV TC-83 Vero 10K pilot screen=1.0
COc1ccc(OC)c(NC(=O)C2COc3ccccc3O2)c1 (stereo not given)	1%	31%	2%	2%	1.7%
CCOCc1cc(=O)[nH]c(SC)n1	/	/	-11%	/	0.2%
Cc1cc2nccc(-c3ccco3)n2n1	2%	-17%	-6%	-9%	1.1%
Cc1c(NC(=O)C(C)OC(=O)c2cc3c4ccccc4n(C)c3s2)c(=O)n(-c2ccccc2)n1C (stereo not given)	4%	21%	1%	-8%&-5%	i
O=C(Nc1ccccc1)c1nc[nH]c1C(=O)NCCCCCCNC(=O)c1[nH]cnc1C(=O)Nc1ccccc1	5%	5%	-11%	/	12%
CC(=O)Nc1ccc(S(=O)(=O)Oc2cccc(N3C(=O)C4CC=CCC4C3=O)c2)cc1 (stereo not given)	4%	7%	1%	17%	1.6%
COc1ccc(CN(C)CC(=O)Nc2ccc(Cl)cc2C(F)(F)F)c(OC)c1	3%	31%	6%	-1%	i
O=C(Nc1ccccc1Cl)C1CCN(S(=O)(=O)c2cccc3nonc23)CC1	-4%	-9%	-7%	-11%	0.9%
C=C(C)C1Cc2c(C)nn(-c3cccc4ccccc34)c2C1 (stereo not given)	41%	44%	1%	11%	3.4%	VEEV TC-83 Vero 10K pilot screen=3.5
CC1CCC2(CC1)NC(CO)(CO)CO2 (stereo not given)	9%	-7%	1%	2%	1.6%	VEEV TC-83 Vero 10K pilot screen=1.9
CC(C)C1CC(c2csc(N)n2)CCO1 (stereo not given)	-2%	-7%	-3%	5%	0.7%
FC(F)(F)c1cccc(-c2cc(C3CCNCC3)[nH]n2)c1	6%	17%	0%	4%	0.3%
COc1ccc(N(CC(=O)N2CCCCC2)S(=O)(=O)c2c(C)nn(C)c2C)cc1	2%	-1%	-1%	13%	0.2%
N#Cc1ccc(COC(=O)c2cnc3ccccc3n2)cc1	4%	60%	3%	-2%	0.9%
COc1cc(NS(=O)(=O)c2csc(C(N)=O)c2)cc(OC)c1	5%	/	-5%	7%	i
CCOC(=O)C(C#N)(Cc1ccc2ccccc2n1)Cc1ccc2ccccc2n1	/	/	-20%	/	3.8%
CC12CCC(=O)N1C(C(=O)Nc1cccc(F)c1)CS2 (stereo not given)	-14%	-7%	-9%	-4%	i
O=c1[nH]c(CN2CCN(c3ccc(F)cc3)CC2)nc2ccccc12	0%	-18%	5%	-6%	1.6%
CCCCC[C@H](O)/C=C/[C@@H]1[C@@H](C/C=C\CCCC(=O)OC)[C@@H](O)C[C@H]1O	14%	6%	-8%	3%	0.8%
COc1cc(Cn2c(C(=O)O)cc3sccc32)cc(OC)c1OC	/	/	-2%	/	1.1%
COC/C=C/C1=CC2=CC(=O)C(C)(OC(=O)c3cnc4ccccc4n3)C(=O)C2=CN1Cc1ccccc1 (stereo not given)	0%	-2%	-2%	6%	i	VEEV TC-83 Vero 10K pilot screen=1.8
Cc1ccc2oc(C(=O)Nc3ccc(S(=O)(=O)Nc4onc(C)c4C)cc3)cc(=O)c2c1	-5%	36%	4%	0%	2.8%
COc1ccccc1NS(=O)(=O)c1cc(C(=O)NCC(c2cccs2)N2CCOCC2)ccc1C (stereo not given)	2%	-2%	2%	-4%	3.8%
Cc1ccc(S(=O)(=O)N2CCCCC2)cc1C(=O)Nc1ccccn1	0%	-3%	-2%	0%	2.0%
Cc1noc(C)c1C(=O)N(C)CC(=O)Nc1ccc(F)c(F)c1F	-6%	-6%	-3%	6%	2.3%
COc1ccc(CCNC(=O)CCc2nnc(Cc3ccc4c(c3)OCO4)o2)cc1	3%	32%	-1%	8%	1.3%
COc1ccc(S(=O)(=O)N2CCn3c2nc2ccccc23)cc1	-11%	-11%	8%	9%	1.5%
COCCN(C(=O)C1CCC1)c1c(N)n(CC(C)C)c(=O)[nH]c1=O	-3%	-13%	-8%	/	0.8%
CCn1ncc([N+](=O)[O-])c1C(=O)Nc1cc(C)on1	-1%	6%	7%	-6%	1.6%
CCOc1ccccc1CNCc1ccc(C(=O)O)cc1	0%	1%	-2%	-10%	0.9%
Cc1ccc(N(Cc2cc3ccc(C)cc3[nH]c2=O)C(=O)c2ccco2)c(C)c1	5%	-4%	-3%	8%	1.4%
Next part.
SMILES	M. tuberculosis HTS	tuberculosis growth	influenza NS1A	PhoP GFP inhibition	VEEV TC-83 Vero	others
N#C/C(=C(/O)COC(=O)c1ccc2c(c1)OCCO2)c1nc2ccccc2[nH]1	2%	9%	13%	3%	0.1%	VEEV TC-83 Vero 10K pilot screen=5.0
Fc1ccc(-n2cc(CNCCc3cccnc3)c(-c3ccccc3Cl)n2)cc1	68%	51%	4%	3%	i
CCOC(=O)CC(NS(=O)(=O)c1ccc2[nH]cc(C(=O)O)c(=O)c2c1)c1ccc(OCC)c(OC)c1 (stereo not given)	-4%	3%	-2%	5%	1.4%
CCCCCC(=O)Nc1nc(C)c(-c2csc(Nc3cc(Cl)ccc3C)n2)s1	-4%	17%	-9%	-5%	10%
NC(=O)CN1C(=O)C(=O)N(Cc2ccc(Cl)cc2)C1=O	-5%	-5%	17%	-5%	i
COc1ccc(/C=C/c2c(-c3ccc(OC)cc3)sc3cc(OC)c(OC)cc23)cc1	6%	17%	-5%	/	4.0%
O=C(CCn1nnc2ccccc21)OCC(=O)c1ccc(F)cc1	-7%	-3%	5%	0%	1.2%
COc1cc(/C=C/C(=O)OCC(=O)Nc2oc(C)c3c(C)n[nH]c(=O)c23)ccc1OC(F)F	-10%	-13%	1%	13%	0.8%
O=C(Nc1ccc(Cl)cc1)Nc1cccc(C(=O)O)c1	-1%	4%	/	-2%	3.3%
Cc1oc2c(CN3CCCC3)c(O)ccc2c(=O)c1Oc1ccccc1Br	-3%	-1%	1%	-8%	0.3%
CC(=O)OCC(=O)[C@@]1(O)CCC2C3CCC4=CC(=O)CCC4(C)C3C(=O)CC21C (stereo not given in full)	/	/	19%	/	i
Cc1ccc(-c2n[nH]c(=O)c3ccccc23)cc1S(=O)(=O)Nc1ccccc1	1%	58%	-3%	13%	12%
O=C1CCCC(O)=C1C1C2=C(CCCC2=O)OC2=C1C(=O)CCC2	8%	-8%	6%	-7%	1.2%
CCn1cc(CN2CCC(n3nccc3NC(=O)C3CCCC3)CC2)c(C)n1	5%	-1%	11%	-11%	0.9%
COc1ccc(-c2nc(CSCC(=O)N3CCN(C)CC3)c(C)o2)cc1OC	-5%	2%	0%	6%	i
COc1cccc(OC)c1OCCN1CCN(C(c2ccccc2)c2ccccc2)CC1	20%	33%	2%	-2%	i
Clc1ccccc1CSc1nnc(-c2cccnc2)n1Cc1ccco1	-13%	5%	-1%	6%	3.7%
O=C(NNc1ccc(Cl)nn1)c1ccc(Cl)cc1	5%	54%	8%	-6%	i
O=C(O)C1=C[C@@H](c2coc3ccccc3c2=O)C[C@@H](OCCCCO)O1	-11%	17%	7%	-9%	1.1%
O=C(N/C(=C\c1ccco1)C(=O)N1CCCCC1)c1ccc([N+](=O)[O-])cc1	-5%	-10%	-3%	/	0.6%
CCOC(=O)C1=C(C)NC(=O)NC1c1ccc(NC(C)=O)cc1 (stereo not given)	-6%	2%	5%	31%	0.9%
Cc1onc(-c2c(F)cccc2Cl)c1C(=O)Nc1ccc(S(=O)(=O)N2CCOCC2)cc1	-4%	8%	1%	/	1.4%
COC(=O)c1sccc1NC(=O)c1ccc(C)o1	0%	53%	-1%	-1%	2.2%
CCCN1CN(Cc2ccccc2)CC2=C1CC(C)(C)CC2=O	3%	-11%	2%	-3%	0.2%
